# Bioassay records as filed in PubChem.
# Keap1 Nrf2 FP: Keap1-Nrf2 protein-protein interaction inhibitors, primary screen, biochemical, fluorescence polarization, single point; Kelch-like ECH-associated protein 1 (Homo sapiens), Q14145; Keap1 Kelch-Nrf2 peptide fluorescence polarization, 1536-well; inhibition, % at 9.4 µM; hit rate 0.15% among 340,000; AID 504523, 2011; in the data active means inhibition above about 12%;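 further: human Keap1 Kelch domain with fluorescein labeled Nrf2 9mer peptide probe; 0% = neutral control wells and 100% = peptide positive control; higher means more block of Keap1 binding to Nrf2 peptide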
# Target sequence (Q14145 whole entry, looked up, the tested form may be a part): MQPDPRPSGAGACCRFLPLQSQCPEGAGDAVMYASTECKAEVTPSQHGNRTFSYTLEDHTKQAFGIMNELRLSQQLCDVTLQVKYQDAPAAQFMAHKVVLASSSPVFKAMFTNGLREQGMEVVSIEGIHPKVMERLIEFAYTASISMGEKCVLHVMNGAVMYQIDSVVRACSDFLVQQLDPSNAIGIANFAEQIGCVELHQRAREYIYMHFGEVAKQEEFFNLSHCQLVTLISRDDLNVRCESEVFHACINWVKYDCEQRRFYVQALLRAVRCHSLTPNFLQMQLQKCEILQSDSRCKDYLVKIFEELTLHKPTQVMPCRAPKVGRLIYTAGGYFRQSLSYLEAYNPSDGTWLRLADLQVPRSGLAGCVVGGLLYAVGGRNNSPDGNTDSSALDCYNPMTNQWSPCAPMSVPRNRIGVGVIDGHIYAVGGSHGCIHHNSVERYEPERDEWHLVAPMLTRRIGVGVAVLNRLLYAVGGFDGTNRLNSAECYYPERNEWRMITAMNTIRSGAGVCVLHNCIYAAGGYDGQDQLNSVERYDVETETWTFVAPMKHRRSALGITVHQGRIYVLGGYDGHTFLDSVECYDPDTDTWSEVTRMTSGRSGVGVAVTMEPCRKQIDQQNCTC
# LANA DNA inh: inhibitors of KSHV C-LANA binding to DNA, primary screen, biochemical, fluorescence polarization, FAM-LBS DNA, MBP-C-LANA, single point. AID 504423, 2011. Kaposi's sarcoma herpesvirus LANA C-terminal domain (residues 932-1162) DNA binding. inhibition, % at 9 µM. hit rate 0.078% among 340,000;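 active means highest replicate inhibition at or above 60% at 9 µM, even if other replicates fall short; inactive means all replicates below 60% inhibition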;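 further: 0% = neutral control wells and 100% = 4 µM acridine orange control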
# V-ATPase pH: regulators of yeast V-ATPase proton pumping, primary screen, pHLuorin cytosolic pH fluorescence. S. cerevisiae. response, % at 10 µM. hit rate 0.37% among 350,000; in the data active means response mostly above about 7.3%, no sharp cut-off; inactive means mostly below about 5.4%; further: actives read high; inactives centre near 0; some compounds called inactive have numbers as strong as hits; reference of the scale not given here
# CAL PDZ FP-1: untagged CAL PDZ binding inhibitors, primary screen, biochemical, fluorescence polarization, HTS; hit rate 0.92% among 300,000; inhibition, % at 24.9 µM; AID 602252, 2012; purified CAL PDZ, TMR-peptide fluorescence polarization, 1 h;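 active means mean inhibition of at least 30% with at least half of replicates also reaching 30%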;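 further: 0% = DMSO neutral control and 100% = excess unlabeled competitor peptide PRC23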
# Arrestin-AP2 inh: inhibitors of beta-arrestin/AP2 binding, primary screen, biochemical, GPCR trafficking, flow cytometry | beta-arrestin 1 C-terminal peptide binding to AP2 beta2-adaptin appendage (human) | FITC-arrestin peptide / GST-AP2 beads; AP2 beta2 appendage carries R879A mutation | inhibition, % at 10 µM | hit rate 0.31% among 340,000 | AID 504490, 2011;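 active means inhibition above a set limit, near 3 SD of compounds lacking own fluorescence, cut at about 54% in these data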;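 further: plate controls were DMSO wells for no effect and 5 µM unlabelled arrestin peptide for full effect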
#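 System: GST-AP2 R879A glutathione beads; medium: PBS, Tween 20 0.05%, BSA 0.1%; reagent: fluorescein-tagged arrestin peptide at 50 nM final; schedule: pre-incubation 12 min, peptide binding 1 h, room temperature; detection: flow cytometry, FL1 (488/535 nm); read-out: inhibition as reduced fluorescein signal on beads, percent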
# DSG3 Ab inh: inhibitors of pemphigus antibody binding to DSG3, primary screen, biochemical, bead-based, flow cytometry, scFv-GFP; hit rate 0.48% among 310,000; binding (percent of control), % at 10 µM; Desmoglein-3 (Homo sapiens), P32926; DSG3-coupled beads, scFv-anti-DSG3-GFP binding; active compounds read low; AID 588358, 2011;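 active means binding more than 3 SD below its plate's average and above zero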;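 further: hits lower antibody fragment binding to DSG3; some compounds called inactive have numbers as strong as hits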
# CAL PDZ FP-2: CAL PDZ peptide-binding inhibitors, primary screen, biochemical, fluorescence polarization, Cer-tagged CAL PDZ, HTS | inhibition, % at 20 µM | purified CAL PDZ, TMR-peptide fluorescence polarization, 1 h | hit rate 0.02% among 330,000 | AID 504414, 2011 | Golgi-associated PDZ and coiled-coil motif-containing protein (Homo sapiens), Q9HD26;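 active means highest replicate inhibition of at least 40%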;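 further: plate controls were DMSO neutral control wells for no effect and unlabeled competitor peptide control wells for full effect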
#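 Assay system – tagged CAL PDZ protein CerCALP, purified · Timing – 1 h at RT · Compound – single point, 20 µM · Measured by – fluorescence polarization from S- and P-plane intensities, G-factor corrected · Evaluation – inhibition from polarization loss · Probe or stimulus – TMR reporter peptide T*-PRC34 · Buffer or medium – pH 7.4 phosphate-saline buffer, reducing agent, detergent, IgG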
# NSD2 inh: NSD2 histone methyltransferase inhibitors, primary screen, biochemical, AlphaScreen, single concentration, set 2; Histone-lysine N-methyltransferase NSD2 (Homo sapiens), O96028; NSD2 peptide methylation, 120 min; inhibition, % at 12.5 µM; hit rate 0.54% among 310,000; in the data active means inhibition above about 50%
# DAGLB inh: DAGLB lipase inhibitors, primary screen, biochemical, fluorescence, HTS | Diacylglycerol lipase-beta (Homo sapiens), Q8NCG7 | HEK293T DAGLB membrane lysate, EnzChek fluorogenic substrate | hit rate 0.059% among 340,000 | inhibition, % at 5.17 µM; in the data active means inhibition above about 34%;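 further: 0% = enzyme with vehicle and 100% = wells lacking enzyme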
# Cardiac RTF inh: cardiac RTF calcium sensitivity inhibitors, primary screen, biochemical, IANBD-TnC fluorescence, EC70 calcium; Troponin I, cardiac muscle (Homo sapiens) + Troponin T, cardiac muscle (Homo sapiens) + …; inhibition, % at 7.15 µM; hit rate 0.12% among 340,000; IANBD-labeled cardiac RTF, Ca2+ fluorescence;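 active means inhibition above the mean inhibition of all tested compounds plus 3 SD, cut at about 17% in these data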;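 further: assay run at fixed EC70 calcium of 1.6 mM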
# The depositor's hits bear a star; / = no result given. Only part of the results is shown (hit frequency here may not be typical).
SMILES,Keap1 Nrf2 FP,LANA DNA inh,V-ATPase pH,CAL PDZ FP-1,Arrestin-AP2 inh,DSG3 Ab inh,CAL PDZ FP-2,NSD2 inh,DAGLB inh,Cardiac RTF inh
Cc1cccc(COc2ccccc2C(=O)NC2CCC(O)CC2)c1 (centres undefined),-3,-0.2,-2,-4,-4,96,-3.0,-1,-1,-13
Cc1cccc(NC(=O)Cn2c(=O)oc3ccccc32)c1,-2,1.6,4,-1,9,/,-2.6,-62,-1,-16
FC(F)(F)c1cnc(N2CCN(C(=S)NCc3ccccc3)CC2)c(Cl)c1,-1,0.4,-5,-1,-15,111,-0.3,-2,-8,-4
Cc1cccc(C)c1NC(=S)N/N=C1\CC2CC=CC12 (centres undefined),2,-2.6,-3,/,-20,98,-0.4,4,1,-4
C/C(=N\NC(=O)c1ccc(NS(=O)(=O)c2cccs2)cc1)c1ccc(Cl)cc1,-2,-0.8,-2,-2,9,95,-0.1,-4,2,-6
C/C(CC(=O)Nc1ccc2c(c1)OCCO2)=N\NC(=O)c1ccc([N+](=O)[O-])cc1Cl,0,1.6,2,/,0,/,-0.9,-1,2,-11
COCCNc1nc(-c2cc(C)n(CCc3ccc(OC)cc3)c2C)cs1,-2,-0.5,2,/,-4,89*,-0.1,2,4,-26
CCc1ccc(/C=N\n2cnnc2)cc1,-3,0.5,-1,/,-7,110,-1.1,-1,0,1
CC(C)(C)OC(=O)N(Cc1ccccc1)Cc1ccccc1OCc1ccc(NC(=O)C2CCC2)cc1,-1,0.5,0,-4,10,99,0.9,/,-14,-3
Cc1ccc(CNC(=O)c2ccc3c(=O)n4c(-c5ccc(C)cc5)csc4nc3c2)cc1,-3,-1.4,0,0,5,100,0.0,/,2,3
CC1CCN(S(=O)(=O)c2cc([N+](=O)[O-])ccc2Cl)CC1,-1,-0.9,0,1,13,108,-2.2,9,-4,3
COc1ccc(N(CC(=O)NCc2ccccc2OC)S(=O)(=O)c2c(C)nn(C)c2C)cc1,-1,0.3,-6,-5,15,98,0.7,/,-2,1
Cc1ccc(C)c(N(CC(=O)NCc2ccc3c(c2)OCO3)C(=O)CCC(=O)Nc2ccccn2)c1,2,-0.9,-1,/,21,107,-2.4,3,5,-10
O=[N+]([O-])c1ccc(C2=Nc3cc(Cl)ccc3OC2)cc1,-9,-3.2,8,-3,-6,107,-1.9,-2,-7,-1
Cc1cc(C)c(-c2csc(NC(=O)c3n[nH]c(=O)c4ccccc34)n2)c(C)c1,-4,-1.7,-2,-1,21,99,0.2,-1,0,0
S=c1[nH]c2cc(-c3ccccc3)ccc2o1,-3,0.4,2,-1,12,90,-0.3,0,1,0
Cc1ccc(S(=O)(=O)N(C)c2ccc(OCC(=O)Nc3ccc(S(C)(=O)=O)cc3)cc2)cc1,0,1.1,-2,-3,35,105,-1.4,0,-3,4
CC(C)c1ccc(NS(=O)(=O)c2cccc3cccnc23)cc1,-1,1.3,-2,-4,-4,102,-1.1,-4,-3,-7
CCN(CC(=O)N1CCCC1)S(=O)(=O)c1ccccc1,-4,-2.2,1,1,1,115,-0.8,23,1,-5
O=C(CN1CCN(C(=O)c2ccccc2)CC1)Nc1ccccc1,-1,0.0,3,11,-4,/,-2.6,-11,2,-12
Cc1ccc(-c2cc(=O)c3ccc(F)cc3[nH]2)cc1,-1,2.7,-2,2,37,102,-0.6,/,-5,-5
CNc1nccc(-c2ccc(F)cc2)c1C#N,-3,-1.4,1,-6,26,95,-0.4,-2,-1,3
O=C(O)Cc1ccc(-n2cccc2)cc1,7,18,0,-2,14,99,0.0,117*,1,9
NC(N)=N/N=C/c1ccc(Br)cc1,-6,-0.6,3,-4,5,115,-3.3,-2,-2,-4
CC(C)[C@H](N)C(=O)NC[C@H](CC(=O)NC[C@H]1CC[C@H](C(=O)O)CC1)c1ccc(Cl)cc1,-3,2.5,2,-8,3,99,-0.4,-3,-5,-4
O=[N+]([O-])c1ccc(-c2ccc(/C=N/Nc3nc(N4CCCC4)nc(N4CCCC4)n3)o2)cc1,-5,-0.1,1,2,-7,121,0.2,/,-3,-9
CCOC(=O)c1c(C)[nH]c(C)c1C(=O)CN1C(=O)NC(CC(C)C)C1=O (centres undefined),4,-3.8,4,-3,5,112,-0.7,/,3,-2
O=C(NS(=O)(=O)Nc1ccccc1)C1=C(N2CCCC2)COC1=O,-2,0.2,-4,2,12,106,0.8,/,-1,-8
Cc1ccc(/C=C/S(=O)(=O)NCCC(=O)NCc2ccccc2F)cc1,-1,-1.8,-1,-4,3,125,0.4,-1,0,1
Cc1ccc(S(=O)(=O)N2CCCC2CO)cc1 (centres undefined),-4,3.0,0,-4,9,100,-0.5,-2,-1,-33
Cc1cccc(N2C(S)=C(C#N)C(=O)NC23CCCCC3)c1,-5,1.8,-3,0,9,95,-0.1,-3,1,-5
Cc1cccc2cc(CN(C(=O)c3cnccn3)C3CCCCC3)c(Cl)nc12,3,-3.3,-1,-3,-5,105,-1.1,3,-2,-2
COc1ccc(NC(=O)CN(Cc2ccco2)Cc2ccco2)cc1S(=O)(=O)N1CCCCC1,-4,0.6,1,6,0,100,-0.2,-8,0,3
Cc1ccc(N(C)S(=O)(=O)c2cccc(C(=O)Nc3nc4ccccc4[nH]3)c2)cc1,0,0.3,-1,-3,-5,95,-2.2,-4,2,-13
FC(F)Oc1ccc(NC(=S)NCc2nc3ccccc3[nH]2)cc1,1,1.5,2,41*,-15,112,-2.1,0,-1,7
Cc1ccc(C2=CSC3=NS(=O)(=O)CCN23)cc1,-1,3.3,1,-4,12,96,1.0,-2,0,7
COc1ccc(S(=O)(=O)N2CCSC2c2ccc(OC)c(OC)c2)cc1 (centres undefined),4,0.3,0,-1,6,104,-1.4,-2,-1,-4
COC(=O)c1c(NC(=O)C2c3ccccc3Oc3ccccc32)sc(C)c1C,-1,0.3,16,-3,-14,/,/,28,1,-12
Cc1ccc(SCc2cc(=O)n3[nH]cnc3n2)cc1,-2,0.0,4,-4,5,99,-2.5,-2,9,2
COc1ccc(CCNC(=O)COc2cc(C)cc3oc(=O)cc(C)c23)cc1OC,-4,-0.8,1,4,-2,96,-1.1,-3,2,-4
Cc1ccc(-c2c(C(=O)N/N=C/c3sccc3C)nnn2-c2nonc2N)cc1,2,-0.6,1,-5,-9,89,-3.3,-2,-1,3
CC(=O)c1c(C)nc(-c2cccc([N+](=O)[O-])c2)n1O,1,-1.3,-1,-2,-5,103,-2.0,-2,1,15
CCOc1ccc(CCNC(=O)COC(=O)c2ccc(C)c([N+](=O)[O-])c2)cc1OCC,-2,-1.7,1,-3,-12,111,-2.6,-1,-2,0
Cc1nn(-c2ccc(C(=O)O)cc2)c(C)c1Cl,-5,0.5,0,-6,0,108,-0.4,-2,0,2
CCOc1ccccc1N1CCN(C(=O)CNC(=O)c2ccccc2F)CC1,1,0.8,-5,-3,-1,106,-1.0,4,-2,-23

# 2 compounds picked at random from those above, as already listed:
SMILES,Keap1 Nrf2 FP,LANA DNA inh,V-ATPase pH,CAL PDZ FP-1,Arrestin-AP2 inh,DSG3 Ab inh,CAL PDZ FP-2,NSD2 inh,DAGLB inh,Cardiac RTF inh
Cc1cccc(N2C(S)=C(C#N)C(=O)NC23CCCCC3)c1,-5,1.8,-3,0,9,95,-0.1,-3,1,-5
Cc1ccc(SCc2cc(=O)n3[nH]cnc3n2)cc1,-2,0.0,4,-4,5,99,-2.5,-2,9,2

# Later entries.
SMILES,Keap1 Nrf2 FP,LANA DNA inh,V-ATPase pH,CAL PDZ FP-1,Arrestin-AP2 inh,DSG3 Ab inh,CAL PDZ FP-2,NSD2 inh,DAGLB inh,Cardiac RTF inh
CC(C)Oc1ccc(CCNC(=O)C2CCC(=O)N(C3CCCCCC3)C2)cc1 (centres undefined),-8,0.2,4,-1,-5,/,0.0,-2,1,-7
CC(=O)c1ccc(-c2ccc(C(=O)NCC(c3ccco3)N(C)C)o2)cc1 (centres undefined),-4,0.1,-1,1,-2,94,-2.4,6,-1,-1
COc1ccc(CCn2c(NCCCN3CCOCC3)nc3c2c(=O)[nH]c(=O)n3C)cc1,-1,1.1,-4,-3,2,/,-2.5,-2,0,-19
Cc1nc(NCC2CC2)c2nnn(Cc3ccccc3)c2n1,1,-0.9,-2,0,7,105,-0.1,-3,-2,-1
COc1ccccc1-c1sc2ccccc2c1-c1ccc(O)cc1,1,-1.0,4,1,29,100,-0.2,/,0,1
O=C(Nc1ccc2c(c1)C(=O)N(CC1CCCO1)C2=O)c1cccc(Br)c1 (centres undefined),-7,0.5,0,-2,-4,96,-4.3,-1,-2,-4
CC(C)(CNC(=O)CNC(=O)c1ccccc1F)N1CCOCC1,-1,0.8,0,-9,-10,99,-0.6,0,0,3
CC(C)CCNC(=O)CN(C(=O)Cn1nnc(-c2ccc(F)cc2)n1)C1CCCC1,2,0.5,-4,0,27,103,0.3,-3,-1,6
Cc1ccccc1CS(=O)(=O)Cc1ccc(C(=O)NCCCN2CCCC2=O)o1,-5,1.7,-1,-1,1,102,-0.8,-2,-2,4
Cc1onc(-c2ccccc2)c1C(=O)N1CCN(c2ccccc2)CC1,-2,-0.4,0,-5,0,102,-0.9,-2,-2,-5
CCOc1ccc(OC(=O)c2cccnc2)cc1,-4,0.6,-2,-2,-2,/,-0.8,1,1,3
CN(C)Cc1cn(CCC(=O)O)c2ccccc12,4,-0.9,0,-9,9,103,0.2,1,2,-1
N#Cc1cn(Cc2ccccc2)c(=O)[nH]c1=O,4,0.7,-2,3,17,102,-0.5,-3,-5,-20
CCCCN(C)C/C(O)=C(\C#N)c1nc(-c2ccccc2)cs1,-5,-0.4,6,-5,1,106,2.0,5,-1,-6
CCOc1ccc(CC(=O)C2=C(N3CCOCC3)CC(C)(C)CC2=O)cc1OCC,0,1.2,-1,-2,17,104,-0.7,-1,0,-10
